Smad3 FoxH1 inh: blocks human Smad3 binding to FoxH1 peptide; P84022; TR-FRET Smad3/Dy647-FoxH1 peptide binding, europium anti-His; inhibition, % at 25 µM; 0.29% of 88,000 active;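 active = compounds that reduce the energy-transfer binding signal between the protein and its labelled peptide by more than half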;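 also: 0% = Smad3 plus labelled peptide maximal FRET and 100% = peptide-only background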
Target sequence (P84022 whole entry, looked up): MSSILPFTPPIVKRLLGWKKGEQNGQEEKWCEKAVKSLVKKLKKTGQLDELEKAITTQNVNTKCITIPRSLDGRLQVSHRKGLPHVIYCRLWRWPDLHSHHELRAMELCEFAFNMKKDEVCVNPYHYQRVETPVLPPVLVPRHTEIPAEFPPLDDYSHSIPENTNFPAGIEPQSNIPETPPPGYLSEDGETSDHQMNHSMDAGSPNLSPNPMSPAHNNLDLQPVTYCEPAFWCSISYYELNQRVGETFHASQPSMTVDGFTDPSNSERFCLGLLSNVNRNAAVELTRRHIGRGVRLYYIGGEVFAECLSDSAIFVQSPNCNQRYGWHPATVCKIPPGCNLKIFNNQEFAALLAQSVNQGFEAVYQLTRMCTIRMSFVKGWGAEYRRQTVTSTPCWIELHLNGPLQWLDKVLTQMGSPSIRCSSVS
H69AR inhibit: blocks growth of human H69AR lung tumor cells; H69AR lung tumor viability, ATP luminescence, 72 h; active compounds read low; viability, % at 10 µM; 6% of 85,000 active; AID 598;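 active = viability at or below 40%; inactive = viability above 40%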;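 also: multidrug resistant small cell line overexpressing MRP-1 efflux transporter; 100% = mean luminescence of untreated control wells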
ERa coact pot: ER-alpha (human) coactivator binding potentiation | coactivator binding (% of control), % at 25.6 µM | 1.3% of 86,000 active | P03372 | TR-FRET ERalpha-LBD/SRC-Cy5 coactivator binding, 2 h; 100 = basal binding, no effect | AID 639; in the data active = activity above about 200%;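 also: binding measured in presence of low estradiol as agonist stimulus; 0% = peptide alone without receptor and 100% = receptor with peptide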
Lung fibro prol: blocks proliferation of human lung fibroblasts | LL 47 human lung fibroblast viability, ATP luminescence; active compounds read low | viability, % at 10 µM | 1.1% of 85,000 active;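 active = viability at or below 50% in the single dose screen; inactive = viability above 50%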;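 also: compound exposure lasted 72 h before the ATP readout; 100% = median luminescence of untreated cell-only wells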
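Benchmarks: Cell-only wells, no compound | Test system: LL 47 human lung fibroblasts, passage 12 or lower | Input: 1,150 cells/well | Measured by: CellTiter-Glo luminescence measuring cellular ATP | Medium: IMEM, 15% FBS supplement | Schedule: Overnight attachment after seeding, then 72 h compound exposure at 37 °C | Doses: Compound addition at 0.1% DMSO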
ERa SRC1 inh: ER-alpha (human) coactivator binding inhibition; inhibition, % at 25.6 µM; TR-FRET ER-alpha LBD / SRC-1 peptide, estradiol-bound; AID 629; 1.7% of 86,000 active; P03372; in the data active = inhibition above about 50%;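 also: 0% = receptor plus peptide control and 100% = peptide only without receptor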
sEH act: increases human soluble epoxide hydrolase activity; P34913; purified human sEH enzymatic activity, activator screen; activation, % at 2 µM; 0.04% of 91,000 active; AID 717; in the data active = activation above about 37%; also: values of inactives mirror those of a sister screen read the other way
Target sequence (P34913 whole entry, looked up): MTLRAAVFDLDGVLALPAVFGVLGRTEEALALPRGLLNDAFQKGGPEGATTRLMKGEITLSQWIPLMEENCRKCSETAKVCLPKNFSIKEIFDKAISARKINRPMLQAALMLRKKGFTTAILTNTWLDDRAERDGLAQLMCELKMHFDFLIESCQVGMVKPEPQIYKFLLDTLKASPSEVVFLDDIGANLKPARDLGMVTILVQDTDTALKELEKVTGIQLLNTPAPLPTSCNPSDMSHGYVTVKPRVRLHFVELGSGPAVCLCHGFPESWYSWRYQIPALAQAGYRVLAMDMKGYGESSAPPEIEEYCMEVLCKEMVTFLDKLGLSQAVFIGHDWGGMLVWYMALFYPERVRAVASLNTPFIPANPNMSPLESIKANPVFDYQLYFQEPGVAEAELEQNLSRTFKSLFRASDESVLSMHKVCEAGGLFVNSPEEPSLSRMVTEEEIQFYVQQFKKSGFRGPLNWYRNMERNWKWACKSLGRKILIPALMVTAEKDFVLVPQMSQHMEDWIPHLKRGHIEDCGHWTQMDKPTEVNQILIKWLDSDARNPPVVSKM
ERb SRC1 inh: blocks coactivator binding to human estrogen receptor beta. inhibition, % at 25.6 µM. 1.3% of 86,000 active. Q92731. TR-FRET ER-beta LBD / SRC1-Cy5 peptide binding; receptor agonist-loaded with 1 µM estradiol;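 active = compounds whose percent inhibition of the receptor-coactivator binding signal exceeds about 50% in the single-dose screen, limit read from the data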;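 also: 0% = receptor plus peptide wells without compound and 100% = peptide-only wells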
Calb biofilm kill: kills Candida albicans biofilms; C. albicans biofilm + clotrimazole, Alamar Blue; inhibition, % at 6 µM; 0.14% of 85,000 active; AID 834;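 active = inhibition above 20%; inactive = inhibition below 20%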;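 also: preformed 24 hr biofilms exposed to compound for 48 hr; 0% = biofilm without compound and 100% = blank killed by clotrimazole plus chlorhexidine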
HUVEC inhibit: inhibitors of human endothelial cell proliferation | HUVEC proliferation, CellTiter-Glo luminescence, 72 h; active compounds read low | 1.1% of 86,000 active | AID 648 | viability, % at 10 µM (by protocol);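 active = viability at or below 30%; inactive = viability above 30%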;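 also: 100% = median luminescence of DMSO-only cell control wells on each plate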
* marks the source's active call; other numbers are inactive results; / = no result given; [ ] = remark or other dose.

entry	molecule	HUVEC inhibit	ERa coact pot	ERa SRC1 inh	ERb SRC1 inh	Smad3 FoxH1 inh	H69AR inhibit	Calb biofilm kill	sEH act	Lung fibro prol
1	c1ccc2c(c1)ccc1nnc(SCc3ccc4c(c3)OCO4)n12	90	101	-6	0	-2	87	9	-4	99
2	Cc1ccc(-n2ncc(C#N)c2/N=C/N2CCCCCC2)cc1	91	95	-1	1	9	86	7	/	92
3	Cc1noc(C)c1COc1ccc(C(=O)OC(C)C(=O)Nc2ccc(N3CCOCC3)cc2)cc1 (stereo not drawn)	99	91[fluorescence artefact?]	3	5[fluorescence artefact?]	7	100	-4	13	56
4	N#Cc1ccccc1NC(=O)c1ccccc1OCC(=O)NCc1ccco1	105	108	5[fluorescence artefact?]	0	-12	79	7	-40	96
5	COc1cc(-c2nc(-c3cccc(C(F)(F)F)c3)no2)cc(OC)c1OC	116	120	1	-2	-8	102	3	-4	97
6	Cn1cnnc1SCC(=O)NCCc1ccccc1	102	124	-3	-16	-5[fluorescence artefact?]	97	-1	2	99
7	CCNC(=O)c1c(C)nc2ccccn12	93	87	-10	6	-10	92	10	/	98
8	CC(=O)Oc1c(S(=O)(=O)c2ccccc2)c(C)nn1C(C)(C)C	78	108	8	11	2	100	4	-1	103
9	CC(C)(C)n1ncc2c(=O)n(CC(=O)Nc3ccc4c(c3)OCO4)cnc21	91	110	19	24	-5	77	6	3	95
10	COc1cc(S(=O)(=O)NCc2ccc3c(c2)OCO3)ccc1Cl	110	111	-3	-1	3	90	10	5	93
11	COc1ccc(C(=O)Nc2cccc(C(C)=O)c2)c(OC)c1OC	104	109	13	-2	5	87	-2	-6	107
12	Cc1c(C(=O)O)sc2nc3n(c(=O)c12)CCCCC3	104	102	13	-5	-3	79	1	-1	104
13	Cn1c(N)c(N2CCCCC2)c(=O)n(CC(=O)Nc2ccc(Cl)c(Cl)c2)c1=O	77	78	3	0	-15	88	-6	-3	95
14	Cc1cc(-c2ccccc2)nc2cc(C(=O)N(Cc3ccccc3)Cc3ccccc3)nn12	26*	204*	-11[fluorescence artefact?]	-6[fluorescence artefact?]	11	40*	9	12	99
15	CCCNC(=O)Cn1cnc2sc(C(=O)N3CCCC(C(=O)OCC)C3)c(C)c2c1=O (stereo not drawn)	88	114	9[fluorescence artefact?]	4[fluorescence artefact?]	13	96	5	-8	104
16	Brc1ccc(-c2nn3c(Cc4ccccc4)nnc3s2)o1	102	99	-3	-6	0	86	-1	2	102
17	Nc1nnc(SCC(=O)NCCOc2ccccc2)s1	93	93	3	-1[fluorescence artefact?]	-7	94	3	5	99
18	COC(=O)Nc1ccc2c(c1)N(C(=O)CCN1CCN3CCCC3C1)c1ccccc1S2 (stereo not drawn)	91	106	3	1[fluorescence artefact?]	10[fluorescence artefact?]	78	6	/	97
19	COCC(C)NC(=O)c1ccc(Cl)c(Cl)c1 (stereo not drawn)	97	109	-19	-23[fluorescence artefact?]	9	93	8	2	102
20	Cc1ccc(S(=O)(=O)NCCNC(=O)CN2CCCC2)cc1	112	120[fluorescence artefact?]	-6	1	8	99	5	19	101
21	CSc1sc(C)cc1C1C(C#N)=C(N)N(c2cccnc2)C2=C1C(=O)CCC2 (stereo not drawn)	82	100	-5	1	6	65	5	0	97
22	Cc1ccc(S(=O)(=O)N2CCN(Cc3nc4ccccc4[nH]3)CC2)cc1C	101	95	24	5	4	35*	6	9	92
23	COc1ccc2c(c1)OC(O)(C(F)F)CC2=O (stereo not drawn)	107	79	5	13	16	95	8	-5	103
24	Cc1ccc(-n2nnc3c(=O)n(CC(=O)NCc4ccco4)cnc32)cc1	83	82[fluorescence artefact?]	23	22	-3	63	12	2	88
25	O=C(CC12CC3CC(C1)CC(CC(=O)NC1=NCCS1)(C3)C2)NC1=NCCS1	95	105[fluorescence artefact?]	36[fluorescence artefact?]	-6	3	94	7	4	97
26	Cc1cccc(NC(=S)NN2CCOCC2)c1C	107	110	-5	-3	-9	95	-3	3	108
27	COc1ccc2cc3cc(C(=O)Nc4cc(OC)c(OC)c(OC)c4)oc3nc2c1	76	144	1	2	25[fluorescence artefact?]	87	-2	-8	104
28	CCCN1C2CCCC1CC(NC(=S)Nc1cc(C)ccc1C)C2 (stereo not drawn)	88	97	-11	-14[fluorescence artefact?]	0	100	9	8	98
29	O=S(=O)(NCc1cccnc1)c1ccc(Cl)s1	91	103	-3	-14	16[fluorescence artefact?]	95	-6	12	97
30	CC(OC(=O)c1ccc2ccccc2n1)C(=O)Nc1ccc(N2CCOCC2)cc1 (stereo not drawn)	92	101[fluorescence artefact?]	-2[fluorescence artefact?]	3	-3	88	-6	-3	93
31	CCOC(=O)N1CCC(NC(=O)c2cc(C(=O)Nc3ccc(OC)c(OC)c3)ccc2CO)CC1	90	112	-5	2	-4	88	7	6	106
32	Cc1ccc(C2C3=C(CCCC3=O)Nc3nc(SCC(=O)NCc4ccco4)[nH]c(=O)c32)cc1 (stereo not drawn)	100	84	9	29	8	101	5	-8	111
33	O=C(Nc1ccccc1C(=O)N1CCOCC1)C1CCC(=O)N1C1CCCC1 (stereo not drawn)	87	97	1	2	-5	96	/	-9	97
34	OC(COCC1COc2ccccc2O1)CN1CCN(c2ccccn2)CC1 (stereo not drawn)	96	99	-1	5	-3	95	3	4	94
35	CCOC(=O)C1=C(N)n2c(s/c(=C\c3cccnc3)c2=O)=C(C(=O)OC)C1c1cccnc1 (stereo not drawn)	88	266*[fluorescence artefact?]	72*[fluorescence artefact?]	19	38	44	1	-1	93
36	Cc1cc(=O)oc2c1c(C)nn2-c1ccc(C(=O)OC(C)C)cc1	93	109	-8	-9	-8	106	2	/	93
37	O=C(NCCc1ccc(Cl)cc1)C1CCN(S(=O)(=O)N2CCCC2)CC1	103	115	-4	7	-7	100	3	-38	96
38	CN1CCN(C(=O)CN(c2cc(C(F)(F)F)ccc2Cl)S(C)(=O)=O)CC1	89	119	4[fluorescence artefact?]	-8[fluorescence artefact?]	10[fluorescence artefact?]	96	6	-16	94
39	CC(=O)CSc1nnc(-c2ccc3c(c2)OCO3)o1	91	93	24	-3	17	99	8	-9	99
40	CCOC(=O)c1c(NC(=O)c2cccs2)sc2c1CCCC2	94	107	1	-3	-6	84	5	-3	105
41	CN(C)c1ccc(CN(C(=O)COc2ccccc2)C2CCS(=O)(=O)C2)cc1 (stereo not drawn)	100	93	3[fluorescence artefact?]	0[fluorescence artefact?]	0	92	0	4	110
42	CC(C)CCn1c(Cl)nc2c1c(=O)n(C)c(=O)n2C	103	103	-1	-9	2	91	5	4	87
43	CCCCSc1nc2c(cnn2-c2ccc(F)cc2)c(=O)[nH]1	90	209*[fluorescence artefact?]	28[fluorescence artefact?]	32[fluorescence artefact?]	1[fluorescence artefact?]	71	2	2	96
44	CCOc1oc(-c2ccc(OC)cc2)nc1C(F)(F)F	114	107	-5	-8	-6	93	3	-4	110
45	O=C(Nc1ccc2nc(-c3ccccc3)[nH]c2c1)c1ccco1	88	100	-2	-3	12	39*	6	8	93
46	CN(C)c1ccnc(-n2cccc2/C=N/OCc2ccccc2)c1C#N	103	103	3	-1[fluorescence artefact?]	0	104	-3	-2	105
47	CCN(CC)CCNC(=O)C1CCC(=O)N1CCc1ccccc1 (stereo not drawn)	102	120	6	-7	-7	90	2	15	105
48	CCOC(=O)/C=C1\SCC(=O)N1CC(=O)Nc1ccc2c(c1)CCC2	79	112	0	13	-3	100	3	/	103
49	Cc1cc(Nc2ccccc2)n(-c2nc3ccccc3[nH]2)n1	45	115	-6	-13	8	37*	2	/	67
50	Cc1ccc(C(=O)OC2CCOC2=O)cc1NC(=O)c1ccco1 (stereo not drawn)	102	100	0	0	2	83	0	/	104

Five structures out of the list, ordered by number of heavy atoms, rising:
entry	molecule	HUVEC inhibit	ERa coact pot	ERa SRC1 inh	ERb SRC1 inh	Smad3 FoxH1 inh	H69AR inhibit	Calb biofilm kill	sEH act	Lung fibro prol
29	O=S(=O)(NCc1cccnc1)c1ccc(Cl)s1	91	103	-3	-14	16[fluorescence artefact?]	95	-6	12	97
26	Cc1cccc(NC(=S)NN2CCOCC2)c1C	107	110	-5	-3	-9	95	-3	3	108
45	O=C(Nc1ccc2nc(-c3ccccc3)[nH]c2c1)c1ccco1	88	100	-2	-3	12	39*	6	8	93
47	CCN(CC)CCNC(=O)C1CCC(=O)N1CCc1ccccc1 (stereo not drawn)	102	120	6	-7	-7	90	2	15	105
32	Cc1ccc(C2C3=C(CCCC3=O)Nc3nc(SCC(=O)NCc4ccco4)[nH]c(=O)c32)cc1 (stereo not drawn)	100	84	9	29	8	101	5	-8	111

The listing continues:
entry	molecule	HUVEC inhibit	ERa coact pot	ERa SRC1 inh	ERb SRC1 inh	Smad3 FoxH1 inh	H69AR inhibit	Calb biofilm kill	sEH act	Lung fibro prol
51	CCN1C(=O)C2(C(C#N)=C(N)Oc3c2c(C)nn3-c2ccccc2)c2ccccc21 (stereo not drawn)	74	86	12	-5	-6	52	8	3	99
52	COC(=O)C(NC(C)=O)(Nc1nc(C)cs1)C(F)(F)F (stereo not drawn)	90	95	-6[fluorescence artefact?]	6	19	96	5	-1	95
53	CSc1nc2c(c(=O)[nH]1)CCCC2	104	109[fluorescence artefact?]	-1	-27	6	92	4	6	94
54	Cc1c(C(=O)OC(C)C)[nH]c2c1C(=O)CC(C)(C)C2	110	120	1	-9	-7	61	0	0	105
55	CCOc1cc(C(C#N)N2CCCCC2)ccc1OC (stereo not drawn)	101	96	-8	-17	4	105	0	-11	117
56	COC(=O)c1ccc(Cn2cnc3c(cnn3-c3ccc(F)cc3)c2=O)o1	98	103	1	4	3	85	-1	/	97
57	Nc1ccc2ncccc2c1	94	101	-12	-9	18	83	5	6	98
58	CCOC(=O)N1CCN(c2nc(SC)nc3sc4c(c23)CC(C)(C)OC4)CC1	119	92[fluorescence artefact?]	3	-3[fluorescence artefact?]	-23	/	-3	/	98
59	O=C(O)CCC(=O)N1CCc2cc(S(=O)(=O)N3CCCCC3)ccc21	82	110	-1	8	-8	90	0	-14	113
60	N#Cc1ccc(Cn2c(=O)c(C#N)c3n(c2=O)CCC3)cc1	96	108	-8	4	-8	101	-3	12	91

ERa SRC1 inh: what is marked active above.
entry	molecule	ERa coact pot	ERa SRC1 inh	ERb SRC1 inh	Smad3 FoxH1 inh	sEH act
35	CCOC(=O)C1=C(N)n2c(s/c(=C\c3cccnc3)c2=O)=C(C(=O)OC)C1c1cccnc1 (stereo not drawn)	266*[fluorescence artefact?]	72*[fluorescence artefact?]	19	38	-1

Screening results deposited in PubChem BioAssay by several laboratories.

Some of the compounds tested. The share of hits here may be higher or lower than overall.
